DAX1 inh-1 – DAX1 (NR0B1) inhibitors, primary screen, cell-based, HEK293, Gal4-DAX1, luciferase luminescence; inhibition, % at 6.75 µM; hit rate 0.99% among 340,000; HEK293 Gal4-DAX1 luciferase reporter; AID 504766, 2011;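 active = inhibition above the mean over all tested compounds plus 3 SD, cut at about 4.2% in these data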;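 note: 0% = DAX1-transfected cells with DMSO and 100% = empty-vector control cells with DMSO; inhibition shows as a rise in luminescence from relieved DAX1 repression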
Rev-erbA mod – modulators of Rev-erb alpha DNA binding, primary screen, biochemical, FITC-DNA, fluorescence polarization, uHTS; hit rate 0.79% among 370,000; Nuclear receptor subfamily 1 group D member 1 (Homo sapiens), P20393; Rev-erbα–FITC-DNA binding, 90 min; activity, % at 10 µM;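 active = activity above about 14%, limit read from the data; passing the limit was not always enough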;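 note: 0% = DMSO wells with 35 nM protein and 100% = DMSO wells with 750 nM protein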
DAX1 inh-2 – DAX1 (NR0B1) inhibitors on StAR promoter, primary screen, cell-based, luminescence, SF-1 (NR5A1), full-length DAX-1; HEK293T StAR-luciferase reporter, SF-1/DAX-1 repression relief; inhibition, % at 6.8 µM; hit rate 1.1% among 370,000; AID 652010, 2013;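 active = inhibition above the mean over all tested compounds plus 3 SD, cut at about 3.6% in these data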;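 note: 0% = DAX-1 cells with DMSO and 100% = cells lacking DAX-1 with DMSO; higher inhibition means more luminescence from relief of DAX-1 repression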
hgDAF12 agonist – H. glycines DAF-12 receptor agonists, primary screen, cell-based, luminescence, HEK293, GAL4 fusion, UAS-luciferase | Nuclear hormone receptor DAF-12 (Heterodera glycines), GAL4 fusion | HEK293 GAL4-hgDAF12 UAS-luciferase reporter, agonist luminescence; normalized to butyrate control | activation, % at 6.8 µM | hit rate 1.8% among 370,000 | AID 687014, 2013;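 active = activation above a cutoff set at the mean of all screened compounds plus 3 SD, cut at about 10% in these data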;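 note: 0% = DMSO wells and 100% = sodium butyrate wells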
ssDAF12 agonist – S. stercoralis DAF-12 nuclear receptor activators, primary screen, cell-based, luminescence, HEK293, GRIP1 co-expression, lit1-tk-luc | HEK293 ssDAF-12/GRIP1 lit1-tk-luc reporter; % of 3 µM dafachronic acid response | activation, % at 6.8 µM | AID 652126, 2013 | hit rate 1% among 370,000;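 active = activation above the mean over all tested compounds plus 3 SD, cut at about 0.9% in these data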;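 note: 0% = DMSO-only wells and 100% = 3 µM delta7-dafachronic acid wells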
PLCb3 inh – human PLC-beta3 inhibitors, primary screen, biochemical, fluorescence | AID 720704, 2013 | 1-phosphatidylinositol 4,5-bisphosphate phosphodiesterase beta-3 (Homo sapiens), Q01970 | inhibition, % at 12.2 µM | hit rate 0.18% among 370,000 | Purified PLC-beta3, fluorogenic substrate; in the data active = inhibition above about 11%;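 note: 0% = median of compound wells on plate and 100% = full blocker control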
PLCg1 inh – PLC-gamma1 enzyme inhibitors, primary screen, biochemical, fluorescence, purified enzyme. 1-phosphatidylinositol 4,5-bisphosphate phosphodiesterase gamma-1 (Homo sapiens), P19174. fluorogenic substrate. inhibition, % at 12.2 µM. hit rate 0.84% among 370,000. AID 720700, 2013; in the data active = inhibition above about 9.5%
MBD2 inh – inhibitors of MBD2 binding to methylated DNA, primary screen, biochemical, TR-FRET, DNA-binding domain, human; hit rate 0.31% among 370,000; MBD2 binding to methylated oligonucleotide; inhibition, % at 4.4 µM; in the data active = inhibition above about 13%
Target sequence (Q9UBB5 whole entry, looked up, the tested form may be a part): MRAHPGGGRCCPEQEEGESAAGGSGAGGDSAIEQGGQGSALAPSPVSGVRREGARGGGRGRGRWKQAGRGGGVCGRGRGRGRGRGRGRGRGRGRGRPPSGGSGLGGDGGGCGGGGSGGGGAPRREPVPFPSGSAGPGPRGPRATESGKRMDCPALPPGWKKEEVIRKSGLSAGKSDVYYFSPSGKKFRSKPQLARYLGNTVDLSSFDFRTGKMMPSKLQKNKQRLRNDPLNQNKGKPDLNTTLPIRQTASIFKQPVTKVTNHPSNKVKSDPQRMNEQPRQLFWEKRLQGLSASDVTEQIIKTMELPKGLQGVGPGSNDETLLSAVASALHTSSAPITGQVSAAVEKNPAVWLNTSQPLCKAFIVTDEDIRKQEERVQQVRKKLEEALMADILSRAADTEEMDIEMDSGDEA
SMARCA2 act – SMARCA2 (BRM) function activators, primary screen, cell-based, luminescence, high throughput; hit rate 1% among 370,000; activation, % at 9.1 µM; MG213 cells, MMTV-luciferase reporter, dexamethasone, overnight; in the data active = activation above about 7.8%;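 note: 0% = vehicle wells and 100% = reference activator wells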
ADAM17 inh – ADAM17 inhibitors, primary screen, biochemical, QFRET; Disintegrin and metalloproteinase domain-containing protein 17 (Homo sapiens), P78536; recombinant ADAM17, EDANS/DABCYL FRET peptide cleavage; inhibition, % at 6.95 µM; hit rate 0.83% among 370,000;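 active = inhibition above the mean of compounds lying between control limits plus 3 SD, set per campaign, cut at about 8.5% in these data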;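 note: 0% = DMSO-only wells as the low control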
Target sequence (P78536 215-824 limits assumed): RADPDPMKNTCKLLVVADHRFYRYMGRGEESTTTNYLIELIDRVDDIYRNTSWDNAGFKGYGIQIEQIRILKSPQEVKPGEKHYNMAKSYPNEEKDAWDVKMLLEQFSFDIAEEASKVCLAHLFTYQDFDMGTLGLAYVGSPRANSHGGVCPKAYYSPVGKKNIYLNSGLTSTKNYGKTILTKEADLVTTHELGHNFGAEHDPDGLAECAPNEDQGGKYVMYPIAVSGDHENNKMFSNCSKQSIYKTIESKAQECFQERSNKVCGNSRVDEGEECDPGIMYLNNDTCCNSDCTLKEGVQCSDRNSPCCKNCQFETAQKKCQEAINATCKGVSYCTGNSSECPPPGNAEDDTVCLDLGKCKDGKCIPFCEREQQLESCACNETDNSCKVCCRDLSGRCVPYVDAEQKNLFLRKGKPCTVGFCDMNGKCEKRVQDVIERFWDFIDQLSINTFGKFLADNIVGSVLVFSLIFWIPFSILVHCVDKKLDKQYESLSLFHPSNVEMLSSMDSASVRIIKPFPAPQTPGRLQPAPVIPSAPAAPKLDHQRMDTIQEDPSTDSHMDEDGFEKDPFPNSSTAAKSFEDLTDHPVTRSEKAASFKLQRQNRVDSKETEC
hcDAF-12 act – H. contortus DAF-12 nuclear receptor activators, primary screen, cell-based, luminescence, HEK293, lit1-tk-luc reporter; HEK293 hcDAF-12 lit1-tk-luc reporter; 0% DMSO, 100% Δ7-dafachronic acid; activation, % at 6.8 µM; hit rate 1.4% among 370,000; AID 652067, 2013;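 active = activation above the mean of all tested compounds plus 3 SD, cut at about 5.5% in these data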;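 note: 100% = response to 3 µM Δ7-dafachronic acid high control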
* hit, by the source's call; nt = no result given. Hits appear at their usual frequency. Share with any hit: about 7.4%.

Results follow in this order: DAX1 inh-1	Rev-erbA mod	DAX1 inh-2	hgDAF12 agonist	ssDAF12 agonist	PLCb3 inh	PLCg1 inh	MBD2 inh	SMARCA2 act	ADAM17 inh	hcDAF-12 act
> O=C(COC(=O)/C=C/c1ccccc1F)Nc1nnc(-c2ccccc2)o1
    0.4	2	1.1	2.3	-1.1	-17	-6	-2	-3	6	-0.7
> COc1c(O)cccc1-c1nnn(CCC(=O)OCC(=O)c2ccccc2)n1
    0.2	-1	0.5	1.6	-0.8	3	3	-5	-1	2	0.1
> O=C(CCCOc1ccccc1)Nc1cccc(C(=O)O)c1
    -0.2	2	1.0	2.9	-1.2	3	0	-5	-4	-2	-0.3
> NC(Cc1ccc(F)cc1)c1csc(Nc2ccc(C(=O)NCCCO)cn2)n1 (stereo unspecified)
    nt	-7	-0.6	0.8	-1.5	-49	-39	5	-2	-7	-1.2
> COc1ccc2cc(/C(C)=N/NC(=O)c3cc(C)oc3C)ccc2c1
    0.6	-7	-0.1	7.2	-0.6	-475	-352	6	-1	-436	0.1
> Cc1ccc(-c2cc(C(=O)NN=Cc3c(O)ccc4ccccc34)[nH]n2)cc1C
    nt	22*	-4.1	-5.9	-1.7	-41	-30	-1	-5	0	-3.9
> Cc1cc(C(=O)N/N=C/C=C/c2ccc3c(c2)OCO3)n[nH]1
    0.3	6	-0.6	1.9	-1.7	-143	-125	-9	1	-44	-1.1
> CC(=O)NCCCNS(=O)(=O)c1ccc(C)cc1
    0.0	-2	0.4	2.8	-0.1	1	-2	-3	-1	-3	-2.2
> C=CCCC1CN(Cc2ccc(OC)cc2)S(=O)(=O)c2c(NCc3cc(OC)c(OC)c(OC)c3)cccc2O1 (stereo unspecified)
    nt	0	-3.9	-2.8	-1.6	-3	-1	5	-2	-2	-4.1
> O=C(COC(=O)/C=C/c1cccs1)Nc1nc(-c2cccc(Br)c2)cs1
    0.0	-2	1.4	3.1	-1.7	-11	-1	1	-2	-7	-0.8
> C#CCOCCOCCOCCNc1nc(N2CCOCC2)nc(N2CCN(C(=O)CCCCCCCCCCNC(=O)[C@@H]([C@H](C)O)n3cc(C)nn3)CC2)n1
    1.4	10	-0.7	0.0	-1.2	-5	-4	6	0	-5	-1.6
> Cc1ccc(S(=O)(=O)Oc2ccc(/C=C3/N=C(c4ccccc4)OC3=O)cc2)cc1
    4.1	-3	0.4	0.9	-1.0	1	1	0	1	0	1.1
> COc1ccccc1-n1nnnc1SCC(=O)Nc1ccc(C)c(N)c1
    0.5	2	0.3	-1.6	-1.1	-4	5	3	-1	3	-0.2
> Cc1ccc(C(C)C)c(OCC(O)CN2CCOCC2)c1 (stereo unspecified)
    -0.2	-1	0.2	2.3	-0.6	4	2	-2	1	0	0.1
> CCOC(=O)C1(CC2CC2)CCN(S(=O)(=O)/C=C/c2ccccc2)CC1
    0.7	-3	-0.3	0.4	-1.6	-1	-4	-2	-3	1	-1.3

(continued)
Results follow in this order: DAX1 inh-1	Rev-erbA mod	DAX1 inh-2	hgDAF12 agonist	ssDAF12 agonist	PLCb3 inh	PLCg1 inh	MBD2 inh	SMARCA2 act	ADAM17 inh	hcDAF-12 act
> Cc1nn2c(N3CCN(C)CC3)cc(C(C)(C)C)nc2c1-c1ccccc1
    1.4	3	-0.2	-0.5	-0.9	-187	-135	0	-6	-10	0.2
> COc1ccc(C2C(=O)N(C3CCCCC3)CC(=O)N2Cc2ccco2)cc1 (stereo unspecified)
    -1.4	-2	-0.5	-1.5	-1.3	-1	4	-1	3	1	-1.1
> Cc1ccc(CNC(=O)CS(=O)(=O)Cc2nc(-c3ccccc3F)oc2C)cc1
    0.3	2	-1.0	2.0	-0.7	2	-2	-2	-1	0	-0.1
> O=C(Nc1ccc(F)cc1)C1C2CCC3C(CCC21)C3(Cl)Cl (stereo unspecified)
    nt	-6	-0.5	-1.1	-2.0	-2	3	-4	-1	-1	-0.5
> C[C@@H]1CN([C@H](C)CO)C(=O)CCCn2cc(nn2)CO[C@H]1CN(C)C(=O)C1CCCCC1
    nt	-2	0.1	-0.3	-0.6	7	5	-1	-5	-1	2.1
> CCc1nnc(NC(=O)COc2ccc3c(c2)OCO3)s1
    -0.8	3	0.0	0.8	-0.8	-4	6	-1	-2	1	-1.1
> O=C(NNC(=O)c1ccc([N+](=O)[O-])cc1)c1ccc(Br)cc1
    -1.2	4	0.3	0.0	-1.2	5	4	0	-2	6	-2.1
> CC(=O)N1N=C(c2ccc(Cl)cc2)CC1c1ccco1 (stereo unspecified)
    0.8	-3	0.2	2.6	-1.0	-6	0	1	-4	-1	0.3
> Cc1ccc(-c2nc3cnccn3c2Nc2ccc3c(c2)OCO3)o1
    0.3	-9	-0.7	1.6	0.1	-81	-62	2	2	-4	-1.3
> CC[C@@H](C)[C@H](NC(=O)Cc1c(C)c2cc3c(C)coc3c(C)c2oc1=O)C(=O)O
    0.6	2	0.4	-1.1	-1.4	-381	-289	2	1	-83	-1.9
> C=CCNC(=O)NS(=O)(=O)c1ccc(C)cc1
    -0.1	3	-0.2	5.0	-1.3	3	1	-2	1	-1	-1.5
> CCc1ccccc1NC(=O)COc1ccc2c(c1)OCO2
    2.4	1	0.1	0.8	-1.6	-1	1	3	1	-1	-2.1
> O=C(CNS(=O)(=O)c1ccc(F)cc1)N1CCN(c2ccccn2)CC1
    nt	-2	-1.8	-0.4	-1.1	-4	1	3	-6	-4	0.7
> Cc1cc(C)n(C(=O)c2ccc(C)c(S(=O)(=O)N3CCCCC3)c2)n1
    -0.3	0	-0.7	0.6	-1.0	3	-2	2	-1	-1	-1.3
> COc1ccc2nc(N/C(N)=N/C(=S)Nc3ccccc3)nc(C)c2c1
    -1.1	11	0.1	1.4	-1.1	-18	-16	0	2	-27	-2.2

(list continues)
Results follow in this order: DAX1 inh-1	Rev-erbA mod	DAX1 inh-2	hgDAF12 agonist	ssDAF12 agonist	PLCb3 inh	PLCg1 inh	MBD2 inh	SMARCA2 act	ADAM17 inh	hcDAF-12 act
> CCc1ccc(C(C)NC(=O)c2ccc3c(c2)OCO3)cc1 (stereo unspecified)
    0.1	4	-1.3	-0.2	-1.0	0	1	4	-1	-1	0.0
> CC(C)(C)OC(=O)N1CCC(NC(=O)c2nc[nH]c2C(=O)N2CCN(c3ccccc3)CC2)CC1
    -0.1	2	-0.2	-0.6	-1.2	-1	1	3	0	-2	-1.6
> O=C(Nn1c(C2CCCCC2)nc2ccccc2c1=O)c1ccc(Cl)c([N+](=O)[O-])c1
    -0.5	-3	-0.2	-1.4	-0.9	0	-1	-1	-1	3	-0.4
> O=C(Nc1ccc(C(F)(F)F)cc1Cl)c1ccc(Cn2cc(Br)cn2)o1
    0.9	2	0.4	-0.5	-1.7	-1	-5	2	-3	5	-1.2
> O=C(c1ccccc1)c1ccc(C(=O)N2CCN(c3ccccc3Cl)CC2)cc1
    0.3	1	-0.4	-2.4	-1.4	-12	4	2	-4	4	-1.5
> CC(C)NC(=O)c1cc(-c2ccc(Br)cc2)on1
    2.7	1	2.0	8.8	-0.9	-1	-1	0	7	-4	0.8
> Cc1ccc(Nc2cc(-n3nc(C)cc3C)ncn2)c(C)c1
    -0.2	0	-0.8	2.2	-1.5	1	1	-2	-2	1	-2.7
> Cc1cc(N2CCN(Cc3ccccc3)CC2)n2nc(C)nc2n1
    nt	4	1.4	0.0	-1.0	-7	-4	1	-6	1	0.9
> COc1ccc(OC)c(NC(=O)c2cccc(N3C(=O)C4C5C=CC(C6CC56)C4C3=O)c2)c1 (stereo unspecified)
    -1.4	-1	-2.4	3.7	-1.4	-7	-1	4	-1	-2	-2.0
> CCN(CC)C(=O)c1csc(Nc2cccc3ccccc23)n1
    0.1	-1	-0.2	-2.8	-1.3	-14	-8	1	-1	-11	-1.0
> CCN(CC)C(=O)C1=C(C)N(CCCOC)C(=O)C(CC(=O)NCCCN(C)C)C1 (stereo unspecified)
    -0.1	3	-1.0	0.1	-1.3	5	1	0	-4	-1	0.1
> CCOC(=O)c1ccc(N2C(=O)C(CC(=O)NC)N(CCc3ccc(OC)c(OC)c3)C2=S)cc1 (stereo unspecified)
    -0.6	-2	-0.7	1.4	-2.2	-10	-2	3	-5	-2	-2.0
> COc1ccc(C)cc1NC(=O)NC(C)c1ccc2c(c1)OCO2 (stereo unspecified)
    -0.3	4	-0.3	-0.3	-1.1	2	3	1	1	0	-1.4
> COc1ccccc1CNC(=O)c1cc(C)nc2ccccc12
    2.8	5	-0.7	0.1	0.0	-12	-4	2	-3	-7	-0.1
> COc1ccc(C(=O)N2C(=O)c3ccc(N)cc3C2=O)cc1
    0.0	23*	0.0	0.0	-0.4	-144	-95	-3	4	-8	-0.7

Additional compounds:
Results follow in this order: DAX1 inh-1	Rev-erbA mod	DAX1 inh-2	hgDAF12 agonist	ssDAF12 agonist	PLCb3 inh	PLCg1 inh	MBD2 inh	SMARCA2 act	ADAM17 inh	hcDAF-12 act
> CCc1ccc(NC(=O)CSc2nc(NS(=O)(=O)c3ccccc3)cc(=O)[nH]2)cc1
    -0.2	-1	-0.5	4.5	-1.0	-1	0	7	0	-5	1.8
> CC1(C(=O)NS(=O)(=O)c2cccc(OC(F)F)c2)CCN1C(=O)c1cccc(F)c1 (stereo unspecified)
    nt	-1	0.1	-2.2	-1.2	-7	1	3	-3	-4	-0.2
> O=C(c1ccco1)N1CCN(C(=O)C2CCCN(S(=O)(=O)c3cccc4nsnc34)C2)CC1 (stereo unspecified)
    1.0	4	0.0	-0.5	-1.1	3	-1	-3	0	-4	-0.1
> COc1ccc(C/C(N)=N/OC(=O)c2cccs2)cc1
    0.7	-1	1.1	5.3	-1.0	-1	2	3	-3	1	0.4
> Cc1cc(C)n(S(=O)(=O)c2cc(C(=O)O)c(Cl)cc2Cl)n1
    3.9	-2	0.1	2.5	-1.1	4	0	2	0	-4	-0.2
> O=C(NCC1CCCO1)c1cc2cc(F)ccc2[nH]1 (stereo unspecified)
    0.9	-1	0.1	1.6	0.2	-10	-3	5	5	-7	7.1*
